p47phox inh: inhibitors of human p47phox binding; P14598; p47phox/p22phox peptide binding, fluorescence polarization, 2 h; inhibition, % at 24.7 µM; 220,000 compounds, 0.53% hits;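 active = inhibition above about 30%, limit read from the data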;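 note: 0% = p47phox with labelled peptide and 100% = labelled peptide alone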
Target sequence (P14598 whole entry, looked up): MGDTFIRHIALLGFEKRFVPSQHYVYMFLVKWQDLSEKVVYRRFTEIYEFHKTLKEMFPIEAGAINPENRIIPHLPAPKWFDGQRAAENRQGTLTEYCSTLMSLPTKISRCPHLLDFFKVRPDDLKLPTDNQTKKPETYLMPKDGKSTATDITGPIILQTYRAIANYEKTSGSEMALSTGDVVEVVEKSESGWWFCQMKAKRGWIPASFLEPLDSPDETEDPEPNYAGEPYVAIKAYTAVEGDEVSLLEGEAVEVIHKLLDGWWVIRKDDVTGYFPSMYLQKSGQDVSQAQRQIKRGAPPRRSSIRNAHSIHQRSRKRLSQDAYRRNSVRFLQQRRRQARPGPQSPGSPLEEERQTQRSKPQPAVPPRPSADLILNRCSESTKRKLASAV
S1P4 ag: human S1P4 receptor agonism. 220,000 compounds, 0.35% hits. O95977. activation, % at 4.98 µM. AID 1509. S1P4-expressing cell line, agonist reporter assay; in the data active = activation above about 11%;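 note: 0% = DMSO vehicle and 100% = reference agonist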
S1P4 antagonist: antagonists of human S1P4 receptor; O95977; S1P4-expressing cells, antagonist mode, reporter read-out; inhibition, % at 4.98 µM; 220,000 compounds, 0.26% hits; AID 1510; in the data active = inhibition above about 29%;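 note: 0% = wells stimulated with agonist and 100% = vehicle wells without agonist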
NPY-Y1 PAM-ag: potentiators or agonists of human neuropeptide Y receptor Y1; NPY-Y1 expressing cells, potentiator/agonist activation; activation, % at 3.6 µM; 220,000 compounds, 0.37% hits; AID 1304; in the data active = activation above about 33%, passing the limit was not always enough;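 note: cells stimulated with NPY at EC10 then isoproterenol at EC100; 0% = low agonist plus stimulus and 100% = saturating agonist plus stimulus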
NPY-Y2 PAM-ag: human NPY-Y2 potentiation or agonism, primary screen | P49146 | cells expressing NPY-Y2, potentiator/agonist read-out | activation, % at 3.6 µM | 220,000 compounds, 0.45% hits; in the data active = activation above about 27%;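 note: cells stimulated with NPY near EC25 plus isoproterenol at EC100; 0% = vehicle plus submaximal agonist and 100% = vehicle plus saturating agonist; some results beyond the cut were filed as inactive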
Target sequence (P49146 whole entry, looked up): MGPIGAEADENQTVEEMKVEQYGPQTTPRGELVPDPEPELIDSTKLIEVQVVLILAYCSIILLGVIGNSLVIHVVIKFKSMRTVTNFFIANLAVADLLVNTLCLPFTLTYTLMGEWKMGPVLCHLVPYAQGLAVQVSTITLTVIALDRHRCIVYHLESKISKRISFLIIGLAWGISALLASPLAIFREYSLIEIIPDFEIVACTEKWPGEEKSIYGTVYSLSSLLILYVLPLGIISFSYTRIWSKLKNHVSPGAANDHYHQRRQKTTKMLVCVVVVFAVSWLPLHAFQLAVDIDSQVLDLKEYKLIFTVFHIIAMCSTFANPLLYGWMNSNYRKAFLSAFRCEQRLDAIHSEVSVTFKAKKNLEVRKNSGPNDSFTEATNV
CHOP inhibitor: blocks CHOP induction under ER stress; CHO-K1 CHOP-promoter luciferase, tunicamycin-induced, 15-18 h; inhibition, % at 10 µM; 220,000 compounds, 3.8% hits;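 active = compounds that reduced the stress-induced luciferase reporter signal by more than about 70% of percent inhibition, limit read from the data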;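 note: 0% = tunicamycin plus vehicle and 100% = wells without tunicamycin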
NPY Y1 blocker: blocks the human neuropeptide Y Y1 receptor; 200,000 compounds, 1% hits; HEK293-CNG Y1 cells, membrane potential fluorescence; NPY at EC95, then isoproterenol; inhibition, % at 3.6 µM;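 active = inhibition above the campaign mean inhibition of all tested compounds plus 3 SD, cut at about 20% in these data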;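 note: 0% = DMSO wells given NPY plus isoproterenol and 100% = isoproterenol alone without NPY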
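System: HEK293 cells with Y1 receptor plus CNG channel / Probe or stimulus: NPY 25 nM then isoproterenol 1 µM plus Ro 20-1724 25 µM / Compound: one concentration, 3.6 µM, in 0.4% DMSO / Schedule: compound incubation 1 h at room temperature, readout 45 min post-stimulation / Measured by: membrane potential fluorescence / Read-out: % inhibition of NPY effect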
BaF3 parental: parental Ba/F3 viability inhibition as JAK2V617F counter-screen; CellTiter-Glo ATP luminescence; inhibition, % at 5.6 µM; AID 1486; 220,000 compounds, 1.1% hits;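 active = inhibition above a per-campaign cutoff, the mean inhibition of all tested compounds plus 3 SD, cut at about 27% in these data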;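 note: 0% = DMSO wells and 100% = JAK Inhibitor I control wells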
Ba/F3 V617F tox: reduce viability of Ba/F3 cells dependent on JAK2V617F; Ba/F3 EpoR-JAK2V617F viability, ATP luminescence; inhibition, % at 5.6 µM; 220,000 compounds, 1.1% hits; AID 1446;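 active = inhibition above the campaign mean plus 3 SD over all tested compounds, cut at about 24% in these data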;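 note: cytokine-independent growth of Ba/F3 cells driven by EpoR plus mutant JAK2; 0% = DMSO-treated cells and 100% = JAK inhibitor I control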
* marks the source's active call; other numbers are inactive results; nt = not tested or not shown.

canonical_smiles	p47phox inh	S1P4 ag	S1P4 antagonist	NPY-Y1 PAM-ag	NPY-Y2 PAM-ag	CHOP inhibitor	NPY Y1 blocker	BaF3 parental	Ba/F3 V617F tox
Cc1onc(-c2c(F)cccc2Cl)c1C(=O)N=C(N)N1CC(C)OC(C)C1 (stereo not given)	-0.6	0.6	-12.4	18.9	-2.6	-4.9	nt	1.3	3.1
O=C(Nc1nccs1)c1ccc(COc2ccc(F)cc2)o1	-0.8	0.0	-4.6	-5.1	-7.7	7.7	5.7	1.8	-2.1
Cc1ccc(S(=O)(=O)N(C)C)cc1NC(=O)CN1C(=O)NC(Cc2c[nH]c3ccccc23)C1=O (stereo not given)	-6.3	-1.6	-5.9	6.5	11.9	5.9	nt	-1.7	-1.5
CCCc1cc(=O)n2[nH]cnc2n1	31.9*	-2.3	13.8	3.5	-1.4	1.8	0.5	8.7	2.6
CC(C)C(O)(C#CCN1CCCC1)c1ccccc1 (stereo not given)	1.9	0.0	-14.9	4.9	101.9*	-9.8	3.7	-0.5	-6.4
COc1ccc(-c2nnc(-c3ccc(Br)o3)o2)cc1OC	-14.3	0.5	-13.7	7.0	0.0	5.0	2.4	3.7	-1.3
CCCc1nc2n[nH]c(N)c2c2c1CCC2	-5.1	1.2	-14.0	-1.6	2.3	34.6	3.6	-0.3	0.8
COc1ccc(-c2nnc(SC(=O)N3c4ccccc4Sc4ccccc43)o2)cc1	-10.5	-0.8	1.6	0.7	4.7	11.1	3.6	5.0	-0.4
CC1CCCN(S(=O)(=O)c2ccc(NC(=O)CN3CCN(C)CC3)cc2)C1 (stereo not given)	-6.7	-1.4	4.4	-5.5	6.3	6.0	3.5	4.2	-0.6
CCc1ccn2cc(-c3cc(-c4ccccc4)no3)nc2c1	-4.8	-1.7	-0.8	-10.9	6.0	77.2*	nt	-4.2	4.1
COC(=O)c1ccc(COC(=O)CNS(=O)(=O)c2ccc(C)cc2)cc1	-5.0	-1.2	2.2	-10.7	10.4	28.6	-6.2	-3.2	-4.3
Fc1ccc(Oc2ccc3nnc(C(F)(F)F)n3n2)cc1	-4.9	-0.3	-1.8	-18.3	3.4	9.4	-2.3	3.3	-1.7
COc1cc(C(=O)COC(=O)CNC(=O)C2CCCCC2)cc(OC)c1OC	-4.0	-2.8	-19.4	10.2	-0.1	2.8	4.2	4.4	-4.1
CCOC(=O)c1c(C)n(C)c2ccc(O)c(CN3CCN(C)CC3)c12	-1.5	0.9	-4.1	-13.3	-2.5	-4.7	5.2	0.1	0.4
CCN(CC)S(=O)(=O)c1ccc(=O)[nH]c1	-8.7	-0.5	2.2	-10.5	-13.0	8.7	1.8	5.4	-5.6
O=C(Nc1nnc(CC2=CCCCC2)s1)Nc1ccccc1F	-21.2	0.5	-14.5	9.9	-10.1	97.7*	nt	-5.6	-2.7
CCC(C)NC(=O)CN1C(=O)CC(C)(C)S(=O)(=O)c2ccccc21 (stereo not given)	12.9	-1.7	-9.6	2.2	0.1	4.9	-1.1	-1.8	-4.9
CCOC(=O)C1CCCN(c2c(NCCc3ccc(C)cc3)c(=O)c2=O)C1 (stereo not given)	-8.1	-0.1	-5.8	23.1	-3.6	19.9	nt	-1.3	-4.1
CCOc1ccc(S(=O)(=O)N2CCN(C(=O)c3cc4c(s3)CCCC4)CC2)cc1	-7.8	-0.3	0.4	-5.8	-7.5	47.3	1.4	-2.2	-1.2
CCOC(=O)C(CC)Sc1ncnc2nc[nH]c12 (stereo not given)	-12.5	-0.5	-13.6	6.6	10.2	-13.1	2.8	3.8	2.0

An excerpt from above in order of molecular weight, low to high.
canonical_smiles	p47phox inh	S1P4 ag	S1P4 antagonist	NPY-Y1 PAM-ag	NPY-Y2 PAM-ag	CHOP inhibitor	NPY Y1 blocker	BaF3 parental	Ba/F3 V617F tox
CCCc1cc(=O)n2[nH]cnc2n1	31.9*	-2.3	13.8	3.5	-1.4	1.8	0.5	8.7	2.6
CC(C)C(O)(C#CCN1CCCC1)c1ccccc1 (stereo not given)	1.9	0.0	-14.9	4.9	101.9*	-9.8	3.7	-0.5	-6.4
CCOC(=O)C(CC)Sc1ncnc2nc[nH]c12 (stereo not given)	-12.5	-0.5	-13.6	6.6	10.2	-13.1	2.8	3.8	2.0

Later entries:
canonical_smiles	p47phox inh	S1P4 ag	S1P4 antagonist	NPY-Y1 PAM-ag	NPY-Y2 PAM-ag	CHOP inhibitor	NPY Y1 blocker	BaF3 parental	Ba/F3 V617F tox
Cc1ccccc1OCC(=O)NNC(=S)NC(=O)c1ccccc1[N+](=O)[O-]	-0.3	-0.4	-13.1	-22.1	-8.2	12.8	3.6	1.5	5.1
Cc1ccc(C(=O)NC2CCS(=O)(=O)C2)cc1S(=O)(=O)N1CCOCC1 (stereo not given)	-9.1	-1.5	9.0	-7.1	13.9	-13.9	-1.8	4.0	-2.1
COc1ccc(-c2nn(-c3ccccc3)cc2CNCCN2CCOC2=O)c(F)c1	-16.1	0.3	-8.3	-0.3	-14.4	-3.3	1.2	0.1	-2.0
Cc1ccc(S(=O)(=O)NC(=NC(C)C(=O)O)c2ccccc2)cc1 (stereo not given)	-4.3	0.8	1.0	7.2	-2.2	-15.7	0.4	0.8	-0.7
O=C(N/N=C/c1ccco1)Nc1ccccc1	-4.3	-0.5	-12.6	6.8	-4.0	-34.0	1.4	6.8	1.4
O=C(Cc1ccc(S(=O)(=O)N2CCCC2)s1)N1CCN(c2ccccc2)CC1	-3.6	1.5	8.2	0.8	-6.9	0.6	-3.7	7.0	2.1
O=C(c1cc2ccccc2oc1=O)N1CCN(c2ccccn2)CC1	9.8	0.1	6.6	-6.3	5.6	20.6	-2.2	0.2	0.1
COc1ccccc1NS(=O)(=O)c1ccc(NN=C2CCCC2)c([N+](=O)[O-])c1	8.2	0.7	-7.1	14.7	7.0	46.3	0.2	6.5	-0.1
CCCCOC(=O)c1ccc(NC(=O)C(CCS(C)(=O)=O)NC(C)=O)cc1 (stereo not given)	-3.6	0.5	5.1	-0.3	12.5	13.6	7.1	2.4	-4.1
N/C(=N\OC(=O)C12CC3CC(CC(C3)C1)C2)c1cccnc1	-10.3	1.1	-5.1	-8.6	1.2	-5.9	2.1	4.2	2.6
CCOC(=O)N1CCC(NC(=O)CSc2cc(=O)n(C)c3ccccc23)CC1	15.2	0.2	6.5	-26.9	-12.2	33.4	1.1	4.7	3.0
O=c1c(-c2nc3ccccc3o2)c2oc3ccccc3n2c2ccccc12	9.0	-0.9	-12.5	-11.3	-5.0	6.9	1.6	-0.3	-2.6
CCOC(=O)c1sc(NC(=O)c2noc3c2CCCC3)c(C(=O)OCC)c1C	nt	1.3	8.3	3.4	-11.4	nt	-4.8	1.2	-0.6
C/C=C(\C)CN1CCCC(CO)(Cc2ccccc2)C1 (stereo not given)	-5.0	0.2	0.2	-15.1	-20.2	-18.6	2.2	4.7	0.9
O=C(/C=C/c1ccc(Cl)cc1)NCCc1ccccc1	-8.4	0.6	-15.6	-33.7	-16.8	-10.0	13.2	1.0	-1.4
O=C(CNS(=O)(=O)c1ccc(Br)cc1)OCc1cc(=O)n2cc(Br)ccc2n1	0.3	2.9	-17.8	-1.0	-10.5	18.3	-0.7	0.1	-4.3
CCNc1nc(NCC)nc(SCCOC(=O)Nc2ccccc2)n1	-1.6	-0.3	18.3	-6.1	11.2	7.5	-4.8	1.6	-4.7
COc1ccc(Br)cc1/C=N/NC(=O)c1ccc(COc2ccc3c(c2)CCC3)o1	-0.8	2.3	-34.9	-26.1	-5.1	44.7	2.4	-0.1	-2.3
COC(=O)CNC(=O)COC(=O)/C=C/c1ccc2ccccc2n1	-3.2	0.6	3.6	-9.5	-18.9	27.9	5.4	3.1	5.2
CCCCCn1c(CN2CCN(Cc3ccccc3)CC2)nc2c1c(=O)[nH]c(=O)n2C	2.2	0.3	-5.3	-4.8	9.1	12.8	1.8	2.9	-0.7
Fc1ccc(-n2c(-c3ccco3)nc3nc4ccccc4nc32)cc1	-45.8	1.3	0.4	-13.3	8.2	21.4	1.6	1.7	1.6
COc1ccc(NC(=O)CCS(=O)(=O)c2ccccc2Cl)cc1S(=O)(=O)Nc1ccc(Cl)cc1	-12.9	-0.8	-5.8	13.0	14.9	32.3	-4.7	68.9*	15.6
C=CCN(C(=O)c1cccc(C(F)(F)F)c1)C1(C(=O)Nc2ccccc2)CCN(C(C)C)CC1	-6.7	-0.8	-15.0	-6.0	-0.6	15.0	6.1	11.0	6.1
CC1CCCC(NC(=O)C2CCC(CNc3c(N4CCCCC4)c(=O)c3=O)CC2)C1C (stereo not given)	-2.3	0.2	-0.2	3.4	-2.3	-1.7	nt	1.8	-2.8
Brc1cccc(-c2nnc(SCc3nc4ccccc4[nH]3)o2)c1	-13.3	0.0	-30.9	-31.4	-10.8	23.4	8.5	5.4	3.5
COc1ccc(-c2cc(C(=O)N3CCc4ccccc4C3)no2)cc1OC	-15.2	0.8	-18.3	-59.1	-27.7	36.1	16.1	1.3	2.5
Cc1cc(=O)[nH]c(SCC(=O)Nc2nnc(SCc3ccccc3)s2)n1	-7.6	-0.3	-6.7	1.6	-6.9	16.4	4.5	7.7	1.6
CCC(C)n1c(C)nc2c(c1=O)c1nc3ccccc3nc1n2CCC1=CCCCC1 (stereo not given)	-64.8	0.8	-18.6	-0.3	22.1	-34.2	2.4	9.3	-1.2
CC1(C)N=C(c2ccccc2)C(=O)N1	-3.8	-5.9	-1.8	22.2	3.0	1.4	0.7	4.0	-1.9
CCN1CC(CN(C)Cc2nc(Cc3ccccc3)no2)CC1=O (stereo not given)	-8.7	0.8	-7.3	7.5	-9.5	-0.8	3.9	4.0	-2.1
Cc1ccc(C2=NN(C(=O)c3ccco3)C(O)(C(F)(F)F)C2)cc1 (stereo not given)	3.6	1.7	-11.5	8.4	0.8	54.1	1.2	0.6	-0.6
COc1cc(-c2nnc(-c3ccco3)o2)ccc1OCc1ccccc1	-2.2	1.6	-10.4	-14.0	-6.7	55.1	3.5	7.5	-2.6
O=C(O)c1ccc(Nc2nc(-c3cc4ccccc4oc3=O)cs2)cc1O	-70.9	-0.9	6.4	1.4	1.5	2.6	-5.3	6.3	-1.3
O=C(NC(c1ccccc1)c1cc(Cl)c2cccnc2c1O)c1cccnc1 (stereo not given)	8.7	-0.6	-10.0	-16.8	-1.5	104.5*	0.3	5.2	-1.0
O=c1c(-c2ccc([N+](=O)[O-])cc2)coc2c(O)c(O)ccc12	-6.4	0.9	9.9	10.9	0.1	-8.5	nt	2.4	0.8
COc1cccc2cc(C(=O)N3CCN(C(=O)c4ccccc4)CC3)c(=O)oc12	-7.3	2.2	-22.5	-18.9	-4.9	15.0	2.5	5.9	-1.3
OC1(c2cccs2)CN(c2ccccc2)C2=[N+]1CCCC2 (stereo not given)	-8.1	-0.5	0.2	21.8	12.9	1.2	0.3	8.0	0.1
COCCN(CCOC)C(=O)COC(=O)c1cc([N+](=O)[O-])ccc1Cl	-13.1	0.1	-6.7	12.4	-2.2	8.5	nt	-3.7	-0.2
Cc1[nH]c(=O)[nH]c(=O)c1CSCC(=O)OCC(=O)Nc1ccccn1	-4.7	2.0	-13.7	-1.9	-13.5	-12.8	nt	-3.7	0.4
CCOC(=O)c1cnc(SCc2nc(N)nc(Nc3ccc(OC)cc3)n2)nc1N	-10.1	-0.2	-11.5	9.4	2.1	27.6	14.1	6.2	1.1

Source: PubChem BioAssay (several laboratories)
